Insulin prom inh – TRM-6 insulin promoter activity inhibition; TRM-6 cells (human fetal islet line), insulin promoter-eGFP reporter, imaging; reporter expression induced with tamoxifen; inhibition, % at 2 µM; 130,000 tested, 0.9% active;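 active = inhibition above the mean plus 3 SD, with well images judged a real hit on visual review, cut at about 60% in these data, passing the limit was not always enough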
sdo1 growth – sdo1-depleted yeast growth rescue. S. cerevisiae sdo1-depleted JHY4D growth rescue, OD600 30 h; active compounds read high; pdr5 snq2 efflux-pump mutant strain. z-score at 10 µM. 140,000 tested, 0.21% active. AID 817;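 active = z-score above 3 at both the 24 hr and the 30 hr optical density reads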;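 also: z-score against mean and SD of all compound wells on the same plate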
sdo1 growth Rescue 24 h – further read-out of sdo1 growth, marked with its call; z-score; S. cerevisiae sdo1-depleted JHY4D growth rescue, OD600; measured here: growth rescue at 24 h;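 0 is the plate mean of compound wells and units are plate SD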
Numbers without * were called inactive; x = no result given; [ ] = remark or other dose. This is a subset (hit frequency here may not be typical).

SMILES	Insulin prom inh	sdo1 growth	sdo1 growth Rescue 24 h
O=S(=O)(NCc1csc(-c2cccnc2)n1)c1ccc2c(c1)OCCO2	-14	-0.52	-0.97
CCn1c(Cn2nnc(-c3ccccc3)n2)nnc1SCC(=O)Nc1ccccc1	x	-0.26	-1
Cc1cc(=O)n(CNC(=O)c2ccccc2)c(=S)[nH]1	-12	-0.52	-0.24
CCC(C)NC(=O)c1c(N)n(/N=C/c2cccnc2)c2nc3ccccc3nc12 (stereo unspecified)	-8	-0.22	-0.16
CCNC(=S)NNC(=O)c1ccccn1	36	0.5	0.39
CC(=O)NS(=O)(=O)c1ccc(NC(=O)/C=C/c2cn(-c3ccccc3)nc2-c2ccccc2)cc1	x	0.55	0.34
O=C(Cn1c(=O)[nH]c2ccsc2c1=O)NC1CCCCCC1	-3	-0.4	-0.42
CC(C)n1c(C(O)c2ccccc2)nc2ccccc21 (stereo unspecified)	0	-0.22	-0.75
COc1ccc(-c2ccc(-c3noc(-c4cccs4)n3)c(OC)n2)cc1	-58	-1.6	-0.56
CCOC(=O)c1c(-c2ccc(C)cc2)cn2ccccc12	33	-1.2	0.12
CCCOCn1cc(F)c(=O)[nH]c1=O	3	-0.17	-0.7
COc1ccc(C2=NOC(C(=O)NCCCN3CCOCC3)C2)cc1 (stereo unspecified)	6	-0.49	-1.2
COC(=O)c1nc(NC(C)=O)n[nH]1	-43	0.97	-0.16
O=c1[nH]c(SCC2CCCCO2)nc2ccccc12 (stereo unspecified)	x	-0.19[11.7 µM]	-0.42
COc1ccc(/C=N/NC(=O)c2cc(C)on2)c2ccccc12	0	0.33	-0.13
COC(=O)Cn1c2ccccc2c2nc(C)sc21	5	-1.1	-1.9
CCC(NC(=O)NCc1cccnc1)(C(F)(F)F)C(F)(F)F	60	0.06	0.24
O=C(NC1c2ccccc2-c2ccccc21)c1ccco1	-44	0.13	-0.21
Cn1c(=O)cc(NCCc2ccccc2)[nH]c1=O	22	0.62	0.21
Cc1ccc(N=C2N=C(N)c3ccccc32)cc1C	-47	x	x

3 compounds picked at random from the list so far:
SMILES	Insulin prom inh	sdo1 growth	sdo1 growth Rescue 24 h
CCC(NC(=O)NCc1cccnc1)(C(F)(F)F)C(F)(F)F	60	0.06	0.24
O=c1[nH]c(SCC2CCCCO2)nc2ccccc12 (stereo unspecified)	x	-0.19[11.7 µM]	-0.42
O=C(NC1c2ccccc2-c2ccccc21)c1ccco1	-44	0.13	-0.21

(next part)
SMILES	Insulin prom inh	sdo1 growth	sdo1 growth Rescue 24 h
COc1ccc(-c2[nH]ncc2/C=N/NC(=O)c2ccc(Br)cc2)c(OC)c1	24	0.6	0.24
CCOC(=O)C1=C(C)NC2=C(C(=O)CC(c3cccs3)C2)C1c1cccs1 (stereo unspecified)	-419	-0.86	-0.48
CCC(=O)N1CCc2cc(S(=O)(=O)N(CC)c3cccc(C)c3)ccc21	39	0.49	1.9
CCNc1nc(NCC)nc(N(n2cnnc2)S(=O)(=O)c2ccc(C)cc2)n1	80*	-0.3	-0.53
O=C(Nc1ccc(F)cc1)c1cc(Cl)sc1Cl	38	x	x
CCn1c(=O)n(CC)c2cc(S(=O)(=O)Nc3cc(C)cc(C)c3C#N)ccc21	-54	0.77	1
COc1ccc(C2=NN(CCC(=O)NCc3cccs3)C(=O)CC2)cc1	-27	x	x
CCOc1cc(NC(=O)c2cnccn2)c(OCC)cc1NC(=O)c1cccc(F)c1	-19	x	x
CCSc1nc2c(c(=O)[nH]1)C(c1ccccn1)C1=C(CC(C)(C)CC1=O)N2 (stereo unspecified)	x	0.67	-0.26
COc1ccc(NC(=O)CN2CCCCC2)cc1	-207	0.66	-0.14
CC1CCCCN1CCNC(=O)Cn1nc(-c2ccccc2)ccc1=O (stereo unspecified)	x	1.4	1.2
COc1ccc(Br)cc1C(=O)Nc1cccc(NC(=O)c2ccco2)c1	x	-1.2	-0.52
Cc1ccc2c(c1)CCCN2C(=O)c1cc2ccccc2oc1=O	27	-1.3	-1.4
Cc1ccc(-c2nc3s/c(=C\c4ccco4)c(=O)n3n2)cc1	22	-1.4	-1.2
O=C(Nc1ccccc1)N(Cc1ccc2c(c1)OCO2)Cc1nc2ccccc2c(=O)[nH]1	-7	0.11	1.5
CN1CC2(C)OC(=O)C(Cl)=C2CC1c1ccccc1 (stereo unspecified)	-60	-0.29	-0.09
O/N=C1\CCCCc2ccccc21	x	1.3	0.64
COc1ccc(CCc2nnc(CCC(=O)N(C)Cc3ccncc3C)o2)cc1	22	x	x
CC(C)CCn1c(O)c(N=NC(=O)Cn2ccc(C(F)(F)F)n2)c2ccccc21	55	-0.53	-0.81
Cc1ccc(Nc2nc(N)nc(CSC(=S)N3CCOCC3)n2)c(C)c1	3	0.27	0.18

Structures listed so far marked active in Insulin prom inh.
SMILES	Insulin prom inh	sdo1 growth	sdo1 growth Rescue 24 h
CCNc1nc(NCC)nc(N(n2cnnc2)S(=O)(=O)c2ccc(C)cc2)n1	80*	-0.3	-0.53

Carrying on.
SMILES	Insulin prom inh	sdo1 growth	sdo1 growth Rescue 24 h
CCOc1ccc(/C(C)=N/N2C(=O)C(CC(=O)Nc3ccc(OC)cc3[N+](=O)[O-])SC2=Nc2cccc(C)c2C)cc1 (stereo unspecified)	11	-0.9	0.33
Cn1nc([N+](=O)[O-])nc1Sc1ccc(C(C)(C)C)cc1	x	-1	-1.1
COc1cccc(=O)c2c(C)n(-c3cc(C)cc(C)c3)c(C)c12	-7	-0.77	-0.29
CCOc1ccc(Nc2nc(Cc3nnc(SCC(=O)NCc4ccco4)n3CC)cs2)cc1	-80	0.01	-0.1
CCOc1ccc(N2C(=O)CN(CC(=O)OC)C2=S)cc1	29	x	x
O=C(Nc1c2n(c(=S)n(-c3ccccc3)c1=O)CCCCC2)c1ccccc1	-51	x	x
CN1CCC(Oc2ccccc2Sc2ccc(C(F)(F)F)cc2)CC1	-45	-0.62	-0.6
Cc1ccc(S(=O)(=O)/N=C(/NC(=S)Nc2cccc(C)c2)c2ccccc2)cc1	30	0.8	1.1
COc1ccc(-c2noc(Cc3ccc(Cl)cc3)n2)cc1OC	x	-0.96	-0.8
C/C(=N/NC(=O)c1sc(NS(=O)(=O)c2ccccc2)nc1C)c1ccccc1	x	0.85	0.43
CC(NC(=O)OC(C)(C)C)C(=O)Oc1ccc2ccc(=O)oc2c1 (stereo unspecified)	x	0.25	0.11
O=C(N/N=C/c1ccco1)C1CC1	-10	-0.04	-0.58
CCOc1ccc(CN(C)C(=O)c2cccnc2SC)cc1OC	7	x	x
CN(C)S(=O)(=O)c1ccc(S(=O)(=O)N(Cc2ccco2)Cc2ccccc2Cl)cc1	-17	-1.3	0.31
O=C(c1cccc(F)c1)N1CCN(c2cccc(Cl)c2)CC1	x	-1.4	-0.53
Cc1[nH]nc(SCC(=O)Nc2ccc(C#N)cc2)c1[N+](=O)[O-]	x	1.1	1.5
CC(=O)c1ccc(S(=O)(=O)Nc2cc3c(cc2C(C)=O)OCO3)cc1	-36	x	x
O=C(CCN1C(=O)COc2ccccc21)NCc1cccnc1	-22	-0.07	-0.07
CC(=O)c1ccc(NC(=O)Nc2ccncc2)cc1	30	x	x
CCOC(=O)c1cccc(NC(=O)C(NS(=O)(=O)c2ccc3c(c2)CCN3C(C)=O)C(C)C)c1 (stereo unspecified)	x	0.6	0.47

3 compounds from above, sorted by their value in sdo1 growth, low to high:
SMILES	Insulin prom inh	sdo1 growth	sdo1 growth Rescue 24 h
CN(C)S(=O)(=O)c1ccc(S(=O)(=O)N(Cc2ccco2)Cc2ccccc2Cl)cc1	-17	-1.3	0.31
O=C(N/N=C/c1ccco1)C1CC1	-10	-0.04	-0.58
CC(NC(=O)OC(C)(C)C)C(=O)Oc1ccc2ccc(=O)oc2c1 (stereo unspecified)	x	0.25	0.11

The list continues:
SMILES	Insulin prom inh	sdo1 growth	sdo1 growth Rescue 24 h
O=C(Nc1ccc(Cl)cc1C(=O)NCCN1CCOCC1)c1ccco1	14	-0.54	0.13
O=C1CC(c2ccco2)c2ccc3ccccc3c2N1 (stereo unspecified)	-6	-1.5	-0.81
CCOCCCNC(=O)c1cc(Sc2ccc(C)cc2)nc2ccccc12	3	-0.71	-0.65
COc1ccc(C(=O)Nn2c(SCC(=O)NCc3ccccc3)nc3ccccc3c2=O)cc1	8	0.28	-0.48
CCOC(=O)CN1N=C(/C=C/c2ccc(C(C)C)cc2)CCC1=O	46	x	x
CC(=O)N/C(=C\c1ccc(F)cc1)C(=O)OC(C)C	x	3.4*	4.2*
COc1ccc(CCNC(=O)NC2CCCCC2)cc1	0	0.79	0.9
CCc1ccc(OCC(=O)N/N=C(\C)c2ccccc2OC(F)F)cc1	x	-0.6	-1.1
O=C(c1ccc(Cn2c(=S)[nH]c3ccc(N4CCOCC4)cc3c2=O)cc1)N1CCC(N2CCCCC2)CC1	16	x	x
CC(=O)c1ccc(OCC(O)CN2CCN(Cc3ccccc3)CC2)cc1 (stereo unspecified)	x	-0.14	-0.4
O=S(=O)(c1ccc(NC(=S)Nc2ccc3c(c2)OCO3)cc1)N1CCOCC1	21	0.63	0.56
O=[N+]([O-])c1ccc(-c2csc(N/N=C/c3cccnc3)n2)cc1	44	x	x
O=C(NC(C(=O)c1ccccc1)N1CCOCC1)c1cccs1 (stereo unspecified)	12	0.08	-0.3
O=C(NCc1ccco1)c1cc(-c2ccc(F)cc2)on1	x	0.15	0.66
CC(C)OCCCNC(=O)C1CC(=O)N(C2CCCCCCC2)C1 (stereo unspecified)	67	0.04	-0.97
COc1cc2[nH]c(=O)n(CCC(=O)NCc3cccnc3)c(=O)c2cc1OC	-6	-0.15	-1.2
COc1cccc(CNC(=O)C2CCN(S(=O)(=O)N3CCCCC3)CC2)c1	15	-0.67	-1.2
CCc1cccc(C)c1NC(=O)C1CCN(C(=O)c2ccc([N+](=O)[O-])cc2)CC1	-24	x	x
CCCc1cc(N2CCCC(C(=O)NCC)C2)n2ncnc2n1 (stereo unspecified)	27	1.2	1.3
O=C(CSc1nnc(CNC(=O)c2ccccc2F)o1)Nc1ccc2c(c1)OCCO2	4	0.45	-0.02
CCCOC(=O)c1ccc2c(c1)C(=O)N(c1ccccc1)C2=O	64	-0.48	0.64
Cc1cccc(-n2c(SCC(=O)N3CCCC3)nnc2-c2ccccn2)c1C	x	-0.47	-0.45
COC(=O)c1ccc(Cn2c(CN3CCOCC3)nc3ccccc3c2=O)o1	12	0.9	0.48
Cc1ccc2cc(C(c3nnnn3CC3CCCO3)N3CCCC4(CCCCC4)C3)c(=O)[nH]c2c1 (stereo unspecified)	8	x	x
CC1(C)Cc2c(sc3ncn(N)c(=N)c23)CO1	x	-0.33	-0.53
CCn1c(=O)c(-[n+]2ccccc2)c(O)c2ccccc21	x	1.4	0.73
CCCC(=O)C1=C(O)C(C(=O)OC)C(C)(C)CC1=Nc1cccc2ccccc12 (stereo unspecified)	-106	-0.89	-1.4
Cc1ccccc1NC(=O)c1ccc(Cl)c(NC(=O)c2ccncc2)c1	25	0.18	-0.45
CCOC(=O)c1[nH]c2ccc(Br)cc2c1NC(=O)CCN1CCCC(C)C1 (stereo unspecified)	0	0.67	-0.1
Cn1cccc1Cc1nnc(SCC(=O)N2CCCCCC2)n1-c1ccc(F)cc1	x	1	1

Single values from the entries so far:
Under sdo1 growth Rescue 24 h, Cc1cccc(-n2c(SCC(=O)N3CCCC3)nnc2-c2ccccn2)c1C is entered as -0.45
Under sdo1 growth, CCn1c(=O)c(-[n+]2ccccc2)c(O)c2ccccc21 is entered as 1.4

(further entries)
SMILES	Insulin prom inh	sdo1 growth	sdo1 growth Rescue 24 h
COc1ccccc1NC(=S)NCc1ccc(S(N)(=O)=O)cc1	50	0.21	-0.96
N#Cc1c2c(c(N3CCN(c4ccccn4)CC3)n3c1nc1ccccc13)CCC2	-471	x	x
O=C(O)c1ccc(OC(F)(F)C(F)C(F)(F)F)cc1 (stereo unspecified)	x	-0.03	-0.52
COc1ccc(N2CCN(C(c3cc4cc(C)ccc4[nH]c3=O)c3nnnn3Cc3ccccc3)CC2)cc1 (stereo unspecified)	-6	-0.55	-1.1
Cc1cc2cc(CN(C(=O)C3CC3)C3CCCC3)c3nnnn3c2cc1C	-7	-0.41	0.51
CCCCc1nnc(NC(=O)CSc2nc(=O)cc(N)n2-c2cccc(C)c2)s1	3	-1.2	-0.48
Cc1ccc(S(=O)(=O)/N=C(\N)Nc2nc(C)c3ccccc3n2)cc1	-27	-1.1	-0.16
CC(C)CN(C(=O)COC(=O)c1ccc(-c2ccccc2)cc1)C1CCS(=O)(=O)C1 (stereo unspecified)	22	x	x
CCCS(=O)(=O)N1CCN(C(=O)COc2ccc(-c3ccccc3)cc2)CC1	-2	0.79	0.54
O=S(=O)(N/N=C/c1ccc2c(c1)OCCO2)c1ccc(Cl)cc1	-17	-0.37	0.31
Cc1cc(C)cc(NC(=O)Cn2c(=O)oc3cc(S(=O)(=O)N4CC(C)CC(C)C4)ccc32)c1 (stereo unspecified)	x	1.1	2
COc1ccc(-c2ccc(/C=N/N3C(=O)C4C5C=CC(C6CC56)C4C3=O)o2)c([N+](=O)[O-])c1 (stereo unspecified)	x	0.92	0.94
COC(=O)C(CC(C)C)NC(=O)c1ccc([N+](=O)[O-])c(C)c1 (stereo unspecified)	-33	0.13	-0.47
O=C(NNc1nc2c(F)cc(F)cc2s1)C1=COCCO1	33	x	x
Cc1cccn2c(=O)c3cc(C(N)=S)c(=N)n(CCCOC(C)C)c3nc12	x	0.55	0.23
CCN1CCN(C(=O)c2ccc(Cn3c(=O)[nH]c4cc(OC)c(OC)cc4c3=O)cc2)CC1	43	0.44	-0.13
Cc1cc(C)c(C(=O)COC(=O)c2cc([N+](=O)[O-])ccc2NCCO)cc1C	x	-0.39	-0.76

Compound activity deposited in PubChem BioAssay by several laboratories.
